MCF10A rerep = A quantitative high throughput screen for small molecules that induce DNA re-replication in MCF 10a normal breast cells; MCF 10A DNA re-replication, Hoechst nuclear intensity, 48 h; Potency, µM (titrated, usually from 46.1 µM), for the others: top-dose activity, positive = re-replication, most hits filed as activators; 350,000 tested, 2.9% active; AID 624296, 2012; note: potency is the fitted concentration of half-maximal effect; % of control where 0% means no effect; nearly all actives have a fitted effect of over 50% in size
KB-3-1 cytotox = qHTS assay for MDR1-selective chemotherapeutics: Primary screen using the parental adenocarcinoma cell KB-3-1 | KB-3-1 viability, CellTiter-Glo ATP luminescence, 72 h | Potency, µM (doses to about 46.1 µM), for inactives: top-dose activity change, negative = cytotoxic, actives largely listed as cytotoxic | 400,000 tested, 1.4% active; note: potency is the fitted concentration of half-maximal effect; % is set by controls: 0 for no effect and ±100 for the full control effect; nearly all actives have a fitted effect of over 60% in size
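Luminescent ATP read-out (CellTiter-Glo) measures survival of drug-naive KB-3-1 cells after 72 h compound exposure at 37 °C. Titration series was screened from lowest to highest concentration, with DMSO vehicle plates as background controls.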
HT1080 IDH1KD tx = qHTS for induction of synthetic lethality in tumor cells producing 2HG: qHTS for the HT-1080-IDH1KD cell line. HT-1080 IDH1 knockdown viability, ATP luminescence, 48 h. Potency, µM (highest dose often 46.1 µM), for inactives: at the highest dose activity, negative = toxicity, hits mostly cytotoxic. 360,000 tested, 2% active. AID 686971, 2013;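 note: potency is the fitted concentration of half-maximal effect; 0% = DMSO wells and -100% = cell-free medium wells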
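Knockdown cells (IDH1KD HT-1080) received compounds 2 h after plating at 750 cells/well and were kept 48 h at 37 °C in 5% FBS RPMI. A CellTiter-Glo luminescence read gave % activity for curve fitting.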
ATXN2 expr inh = Primary qHTS for Inhibitors of ATXN expression; Potency, µM (highest dose often 57 µM), for inactives: at the highest dose activity change, negative = inhibition, hits mostly inhibitors; HEK-293 ATXN2-luciferase reporter, luminescence, 24 h; 360,000 tested, 0.72% active; note: potency is the fitted concentration of half-maximal effect; % is set by controls: 0 for no effect and ±100 for the full control effect; nearly all actives have a fitted effect of over 55% in size
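qHTS (up to 57 uM final) was run with 24 h compound exposure of reporter cells at 37 °C. Each well was multiplexed: SteadyGlo luminescence measured ATXN2-luciferase expression after a fluorogenic Gly-Phe-AFC viability readout (25 uM final).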
IL-1B inflam inh = qHTS for Inhibitors of Inflammasome Signaling: IL-1-beta AlphaLISA Primary Screen; THP-1 LPS/ATP IL-1B secretion, AlphaLISA, 16 h; stronger effect = lower value; activity change, % at 57.5 µM; 360,000 tested, 4.7% active; AID 743279, 2014; in the data active = activity change below about -50%; inconclusive = mostly about -30% to -49%; note: % is set by controls: 0 for no effect and ±100 for the full control effect
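Secreted IL-1B measured by AlphaLISA bead assay after 16 h compound exposure of THP-1 cells; compounds (final up to 57.5 uM) added 1 h before LPS (250 ng/mL) and ATP (1.25 mM) stimulation; lower signal means less secretion.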
HepG2 viability = qHTS for Inhibitors of TGF-b: Cytotox Counterscreen; Potency, µM (titrated, usually from 46.1 µM), for inactives: at the highest dose activity change, negative = cytotoxicity, most hits filed as cytotoxic; AID 588856, 2011; 410,000 tested, 0.76% active; HepG2 CAGA-GFP viability, ATP luminescence, 18 h; note: potency is the fitted concentration of half-maximal effect; some results filed as inactive show a strong effect at the top dose
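HepG2 CAGA-GFP cells (1000/well, DMEM with 1% FBS) received compound, then TGF-beta at 500 pg/mL final, and were incubated 18 hours at 37 degrees C. Viability was read by CellTiter-Glo luminescence. Media-only wells were set as complete cell-killing and DMSO as no toxicity.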
HT1080NT lethal = qHTS for induction of synthetic lethality in tumor cells producing 2HG: qHTS for the HT-1080-NT fibrosarcoma cell line; HT-1080-NT fibrosarcoma viability, CellTiter-Glo ATP luminescence, 48 h; AID 686970, 2013; 360,000 tested, 1.6% active; Potency, µM (doses to about 46.1 µM), inactives show top-dose activity, negative = less viability, hits mostly cytotoxic;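 note: NT is the 2HG producing partner of a matched IDH1 knockdown line; potency is the fitted concentration of half-maximal effect; 0% = DMSO-treated cells and -100% = media-only wells without cells; nearly all actives have a fitted effect of over 55% in size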
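Fibrosarcoma NT cells, 750 per well in 5% FBS RPMI, were exposed to compound for 48 hours. Viability: CellTiter-Glo luminescence.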
ATXN viability = Viability Counterscreen for Primary qHTS for Inhibitors of ATXN expression; S2 cells (HEK-293 line with an ATXN2-luciferase reporter) viability, CellTiter-Fluor protease fluorescence, 24 h; Potency, µM (titrated, usually from 56.7 µM), actives largely listed as cytotoxic; 400,000 tested, 0.49% active; note: potency is the fitted concentration of half-maximal effect; nearly all actives have a fitted effect of over 40% in size
SW480 rerep = A quantitative high throughput screen for small molecules that induce DNA re-replication in SW480 colon adenocarcinoma cells. Potency, µM (highest dose often 46.1 µM), without a hit: at the highest dose re-replication activation, hits mostly activators. 340,000 tested, 1.8% active. SW480 DNA re-replication, Hoechst DNA content imaging, 48 h; note: potency is the fitted concentration of half-maximal effect; % of control where 0% means no effect; nearly all actives have a fitted effect of over 55% in size
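First, 250 cells per well were seeded. Next, compound or vehicle (23 nL) was pinned in, plates sat 48 hr at 37 C. Finally Hoechst was added for 40 min before fluorescence scanning.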
Numbers without * were called inactive; i = inactive; u = inconclusive; x = not tested or not shown; & = joins results of further samples; [ ] = another dose, or the depositor's remark. Unless noted, calls come from the whole dose curve; as a rule, active = well fitted curve in the direction sought with a large enough effect; inconclusive = small, poorly fitted or top-dose-only effect, or another doubt; inactive = no such curve, though single readings can be large; an effect the other way counts as inactive or inconclusive.

Below each compound: MCF10A rerep, KB-3-1 cytotox, HT1080 IDH1KD tx, ATXN2 expr inh, IL-1B inflam inh, HepG2 viability, HT1080NT lethal, ATXN viability, SW480 rerep
1	CCCCCOc1ccc(C2C(C(C)=O)=C(C)Nc3ncnn32)cc1OC (stereo unspecified)
  -3.2%, -8.1%, 4.6%, -4.3%, 27.6, 1.3%, 2.0%, i, -0.3%
2	S=C(NCc1ccc2c(c1)OCO2)NCc1ccc2c(c1)OCO2
  -3.6%, 0.1%, -4.7%, 0.1%, 30.7, 9.0%, -5.3%, i, -6.6%
3	CCCCC(=O)Nc1ccc2c3c(cccc13)C(=O)N2CC
  -16.9%, 0.6%, -18.8%, 69.4%[activator], 12.2, -5.5%, u, i, -3.3%
4	C[C@H](CO)N1C[C@H](C)[C@H](CN(C)C(=O)Nc2ccc(F)cc2)OCc2ccccc2-c2c(n(C)c3ccccc23)C1=O
  x, 0.0%, -18.8%, -3.7%, 26.2, -12.8%, -18.1%, u, x
5	O=C1c2ccncc2C(=O)N1CO
  -0.9%, 6.8%, 15.4%, -4.4%, 4.0, 3.3%, 35.1%, i, -8.0%
6	Cc1ccc(-c2nc3ncccn3c2Nc2ccccc2C)o1
  18.5%, -0.1%, 10.5%, -12.1%, 0.0, -5.8%, 15.4%, i, 2.8%
7	COC(=O)c1ccc(/C=N\n2c(C)nnc2C)cc1
  18.5%, 0.8%, -0.5%, -20.3%, -4.6, -43.2%, 2.2%, i, -3.9%
8	COc1cc(C(=O)N/N=C(\C)c2ccc3c(c2)OCO3)cc(OC)c1OC
  4.11µM*, 4.61µM*, 3.66µM*, -38.1%[11.3 µM], 83.2, -0.5%, 2.06µM*, u, 2.59µM*
9	O=C(Cn1cc(COc2c(F)c(F)c(Br)c(F)c2F)nn1)c1ccc(O)cc1
  -12.4%, 0.1%, 0.5%, -7.3%, 0.0, -16.2%, 1.8%, i, -5.0%
10	CC(C)c1ccc(CN2CCC2(C)C(=O)Nc2ccc3c(c2)OCO3)cc1 (stereo unspecified)
  x, 16.4µM*, u, -5.6%, 20.7, -45.6%, u, i, x
11	CC(=O)c1ccc(OCCCC(=O)OCc2nnc(-c3ccc(Cl)cc3)o2)cc1
  7.5%, 7.9%, 0.0%, 0.6%, 8.5, -12.7%, 0.4%, i, 2.8%
12	O=C1c2ccc(Oc3ccc([N+](=O)[O-])cc3)cc2C(=O)N1CCO
  0.0%, 6.7%, 10.9%, -9.9%, 48.2, 8.2%, 11.6%, u, -11.1%
13	Cc1cc([N+](=O)[O-])ccc1N=Nc1c(N)[nH]n(-c2ccccc2)c1=O
  11.8%, -7.0%, 2.0%, -21.9%, -3.4, 2.7%, 3.3%, i, -2.7%
14	O=[n+]1c2c(n([O-])c3c1CCC3)CCCC2
  3.3%, 1.4%, 17.2%, 2.8%, -4.0, 5.1%, 20.3%, i, -2.6%
15	CCOC(=O)c1ccc(NC2c3ccccc3C(=O)N2c2ccc(C)cn2)cc1 (stereo unspecified)
  -7.0%, -0.1%, -0.9%, 11.9%, 13.9, 0.2%, 2.0%, i, -7.1%
16	COc1ccc(C(CNc2ccc(C(F)(F)F)cn2)N(C)C)cc1OC (stereo unspecified)
  3.6%, -6.6%, -3.9%, -24.1%, -20.4, -13.2%, -8.5%, i, -5.8%
17	Cc1cc(C(=O)CN2C(=O)CCC2=O)c(C)n1Cc1ccccc1
  0.3%, -13.6%, -5.2%, 0.3%, 0.2, -3.0%, -4.0%, i, -7.5%
18	Cc1ccc(OCC(=O)N(Cc2ccco2)C2CCS(=O)(=O)C2)cc1 (stereo unspecified)
  -0.4%, 6.1%&-8.0%, 6.9%, 0.8%&10.5%, -5.5, 5.0%&-51.3%, 6.8%, i, -4.8%
19	O=C(NCCC1=CCCCC1)c1ccc(-n2cncn2)c([N+](=O)[O-])c1
  -1.5%, -1.6%, -9.4%, 11.6%, 2.8, -3.3%, -0.3%, i, -1.0%
20	O=C(CCc1nnc(-c2ccc(-c3ccccc3)cc2)o1)NCCc1ccccn1
  7.3%, -1.6%, -2.7%, u, 8.3, -2.9%, -8.2%, i, -13.1%

Sorted by molecular weight (high to low): three of the compounds above.
Below each compound: MCF10A rerep, KB-3-1 cytotox, HT1080 IDH1KD tx, ATXN2 expr inh, IL-1B inflam inh, HepG2 viability, HT1080NT lethal, ATXN viability, SW480 rerep
9	O=C(Cn1cc(COc2c(F)c(F)c(Br)c(F)c2F)nn1)c1ccc(O)cc1
  -12.4%, 0.1%, 0.5%, -7.3%, 0.0, -16.2%, 1.8%, i, -5.0%
18	Cc1ccc(OCC(=O)N(Cc2ccco2)C2CCS(=O)(=O)C2)cc1 (stereo unspecified)
  -0.4%, 6.1%&-8.0%, 6.9%, 0.8%&10.5%, -5.5, 5.0%&-51.3%, 6.8%, i, -4.8%
7	COC(=O)c1ccc(/C=N\n2c(C)nnc2C)cc1
  18.5%, 0.8%, -0.5%, -20.3%, -4.6, -43.2%, 2.2%, i, -3.9%

Additional compounds
Below each compound: MCF10A rerep, KB-3-1 cytotox, HT1080 IDH1KD tx, ATXN2 expr inh, IL-1B inflam inh, HepG2 viability, HT1080NT lethal, ATXN viability, SW480 rerep
21	CCOc1ccc(/C=C/C2=Cc3c(sc(NC(=O)CSc4n[nH]c(N)n4)c3C#N)C(C)(C)C2)cc1
  6.51µM*, 16.4µM*, u, u, -92.6*, 20µM*, u, x, 16.4µM*
22	O=C(c1ccc(Nc2nc3ccccc3n3nnnc23)cc1)N1CCN(c2cccc(C(F)(F)F)c2)CC1
  x, 12.1%, x, -9.6%, x, 1.3%, x, i, x
23	CCC(Sc1nc(C)cc(C)n1)C(=O)O (stereo unspecified)
  0.4%, 2.2%, 0.1%, 8.2%, 13.5, -4.4%, -5.2%, i, 22.9%
24	CCCCN1CC(COCc2ccccc2)Oc2cccc(NCc3ccc(OC)cc3)c2S1(=O)=O (stereo unspecified)
  u, 0.0%, 7.1%, -0.4%, 33.9, -2.6%, 1.6%, i, 10.4%
25	Cc1ccc(C2SCC(=O)N2c2ccccc2)cc1 (stereo unspecified)
  7.3%, -5.3%, -15.3%, 14.4%, 2.8, -5.3%, 2.3%, i, -3.9%
26	O=C1C=CC(=Nc2ccc3c(c2)Cc2ccccc2-3)O1
  2.5%, 0.3%, -1.2%, 6.3%, -5.5, -1.2%, 8.1%, i, 4.5%
27	CC(=O)N1CCC(N(CCN2CCOCC2)C(=S)Nc2ccccc2C)CC1
  -4.6%, 12.9%, 22.0%, 2.3%, 7.7, 4.9%, 18.0%, i, -5.4%
28	CCOC(=O)c1c(NC(=O)C2C3C=CC(C3)C2(C)C(=O)O)sc2c1CCCC2 (stereo unspecified)
  u, 7.0%, 1.6%, 0.6%, 15.8, 10.3%, -14.7%, i, 1.0%
29	CCCCSc1nsc(NC(C)=O)n1
  1.8%, 10.6%, -0.3%, x, 47.8, -6.9%, 2.3%, x, -10.6%
30	CCCCC1CC1C(=O)Nc1ccc(OC)c(OC)c1 (stereo unspecified)
  u, -13.0%, -14.0%, 11.8%, -2.4, -1.6%, -1.7%[9.24 µM], i, -5.8%
31	Cc1ccc2c(c1)N(CC(=O)NCc1cccnc1)C(=O)CO2
  -2.1%, -3.7%, 0.7%, -1.0%, -3.9, -6.4%, 2.2%, i, -3.1%
32	COc1cc(OC)c(N(C)S(=O)(=O)c2cccc(C(=O)Nc3nccs3)c2)cc1Cl
  11.8%, u, u, u, -13.9, -20.1%, -26.6%, u, u
33	Cc1sc2ncnc(OCC(=O)NC3CCS(=O)(=O)C3)c2c1C (stereo unspecified)
  1.0%, -0.2%, -0.2%, x, 46.8, 2.7%, -3.1%, i, -17.6%
34	COc1ccc(C(=O)NC(C)c2ccc(-n3ccnc3)cc2)cc1S(=O)(=O)N1CCOCC1 (stereo unspecified)
  11.6%, 0.0%, -6.4%, -7.0%, -6.5, 8.2%, -3.4%, i, -0.8%
35	COc1ccccc1N(C(=O)c1ccco1)C(C(=O)NC1CCCC1)c1cccs1 (stereo unspecified)
  -1.0%, 0.3%, -2.9%, -23.7%, -1.8, -8.1%, 1.6%, u, -24.3%
36	COc1ccc(C(=O)OCC(=O)NCC2CCCCC2)cc1S(=O)(=O)N1CCCc2ccccc21
  4.0%, -4.4%, -17.1%, 1.0%, 34.8, -14.2%, -24.7%, i, 1.0%
37	COc1ccc(OC)c(C2C(C(=O)c3ccccc3)=C(C)Nc3nc4ccccc4n32)c1 (stereo unspecified)
  -5.1%, 2.2%, 4.9%, 2.4%, 24.8, 1.1%, -2.4%, i, -16.4%
38	COc1ccc(NC(=O)C23CC4CC(C2)CC(n2cnc(Br)n2)(C4)C3)c(C)c1
  -1.3%, 1.3%, 4.7%, -0.8%, 0.0, -5.7%, 15.1%, i, -0.6%
39	O=C(c1cc2cc(F)ccc2[nH]1)N(Cc1cccnc1)CC1CCCN(C2CCCCC2)C1 (stereo unspecified)
  17.0%, -1.6%, u, -14.9%, -0.6, -27.2%, -23.1%, i, -9.4%
40	Cc1ccc(CCNC(=O)c2ccc3c(c2)N(Cc2ccccc2)C(=O)c2ccccc2S3=O)cc1 (stereo unspecified)
  x, -0.3%, x, 13.4%, x, -34.9%, x, i, x
41	O=C(O)CCCSCC(=O)Nc1ccccc1
  0.8%, -7.6%, -10.1%, -4.7%, 2.9, -3.2%, -42.4%[9.24 µM], i, -10.8%
42	CCOC(=O)c1cc(C)nc(N2CCCCC2)c1C#N
  5.4%, -0.1%, 8.2%, x, -1.1, -21.6%, 9.9%, i, -11.3%
43	CCCn1ncc(CN2CCC(n3nccc3NC(=O)c3ccccc3OC)CC2)c1C
  2.0%, x, 15.2%, -5.7%, -0.6, 21.1%, 16.6%, i, -0.2%

Screens: PubChem, National Center for Advancing Translational Sciences (NCATS)
